High-throughput results: PubChem, several laboratories
KOR beta-arrestin-1 – KOR agonists, beta-arrestin recruitment, primary screen, cell-based, luminescence, uHTS (AID 1777); KOR beta-arrestin recruitment, luminescence; higher % means a stronger effect; Kappa-type opioid receptor (Homo sapiens); one-dose activation, % at 10 µM; EC50 in µM for titrated hits; 0.02% of 280,000 active; in the data active = activation above about 50%, passing the limit was not always enough; also: a part of the inactive calls stands beside numbers as strong as those of hits
KOR beta-arrestin-2 – KOR antagonists, beta-arrestin recruitment, cell-based, luminescence, uHTS (AID 1778); Kappa-type opioid receptor (Homo sapiens); KOR beta-arrestin recruitment, luminescence, antagonist mode; higher % means a stronger effect; inhibition, % at 10 µM, or IC50 in µM where a hit was titrated; 0.091% of 290,000 active; in the data active = inhibition above about 50%; also: strong numbers were not always called active
Rac1 GTP hydrolysis – MgcRacGAP GTPase-activating activity inhibitors, confirmation, biochemical, ADP Hunter fluorescence; Rac GTPase-activating protein 1 (Homo sapiens); MgcRacGAP-stimulated Rac1 GTP hydrolysis, ADP Hunter fluorescence; higher % means a stronger effect; GST-tagged Rac1 F28L mutant substrate; inhibition, % at 30 µM; hits with a dose series show IC50 in µM; 0.6% of 340,000 active; AID 624330, 2012;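 active = first-screen hits whose inhibition reached a set limit at any dose in the follow-up dose series; inconclusive = inhibition above the set first-screen limit but never retested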;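 also: fluorescence reports GDP produced by GAP-driven GTP hydrolysis; strong numbers were not always called active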
NTR1 ag – agonists of NTR1, primary screen, imaging, U2OS cells, beta-arrestin-GFP, high content (AID 493036); NTR1-U2OS beta-arrestin-GFP spot imaging, agonist mode; Neurotensin receptor type 1 (Homo sapiens), P30989; 0.17% of 330,000 active; activation, % at 20 µM;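 active = activation at or above 40% of the spot to cytoplasm intensity ratio, with at least 20 cells analyzed; inconclusive = wells under 20 cells, flagged as cytotoxic or low count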;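 also: 0% = DMSO without peptide and 100% = 100 nM NTR1 peptide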
Target sequence (P30989 whole entry, looked up): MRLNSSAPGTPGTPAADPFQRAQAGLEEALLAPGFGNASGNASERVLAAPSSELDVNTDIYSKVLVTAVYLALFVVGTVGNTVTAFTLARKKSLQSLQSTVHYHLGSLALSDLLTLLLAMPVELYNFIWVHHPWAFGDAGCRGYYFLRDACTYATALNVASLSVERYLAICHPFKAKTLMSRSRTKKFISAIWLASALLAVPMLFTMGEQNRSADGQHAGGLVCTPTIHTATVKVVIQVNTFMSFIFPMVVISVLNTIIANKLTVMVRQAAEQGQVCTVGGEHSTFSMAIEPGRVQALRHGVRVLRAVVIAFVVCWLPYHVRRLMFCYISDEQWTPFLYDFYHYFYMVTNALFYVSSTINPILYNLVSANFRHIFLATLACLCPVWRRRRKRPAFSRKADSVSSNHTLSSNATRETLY
NOD1 inhibition – NOD1 signaling inhibitors, primary screen, cell-based, luminescence, uHTS (AID 1578); NOD1-driven NF-kB luciferase reporter cells, luminescence; higher % means a stronger effect; 1% of 290,000 active; inhibition, % at 4 µM; hits with a dose series show EC50 in µM; in the data active = inhibition mostly above about 36%, no sharp cut-off; inactive = mostly below about 34%;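 also: HEK-293T reporter cells stimulated with the NOD1 agonist gamma-tri-DAP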
UTI89 phage lysis – inhibition of K1F phage lysis, E. coli UTI89, bacterial capsule biogenesis inhibitors, alamar blue (AID 488966). one-dose inhibition, % at 100 µM; IC50 in µM for titrated hits. E. coli UTI89 K1F phage lysis, alamar blue, 2 h; higher % means a stronger effect. 0.02% of 340,000 active;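 active = phage lysis inhibition, versus mean bacterial control, above a set limit; inconclusive = no clear call, values can overlap the other calls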;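 also: capsule biogenesis inhibitors block K1F phage lysis so surviving cells raise fluorescence; higher fluorescence means more inhibition of phage lysis; actives were called in the ten point dose series up to 300 µM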
GPR35 arrestin U2OS – GPR35 antagonists blocking zaprinast-driven arrestin recruitment, primary screen, imaging, U2OS, beta-arrestin-GFP, zaprinast agonist (AID 2058). inhibition, % at 10 µM, or IC50 in µM where a hit was titrated. G-protein coupled receptor 35 (Homo sapiens). 0.052% of 290,000 active. U2OS GPR35 beta-arrestin-GFP translocation imaging, zaprinast antagonism; higher % means a stronger effect;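 active = inhibition of at least 50% with at least 30 cells and total cytoplasm GFP at most 10,000,000; inconclusive = under 30 cells or total GFP of 10,000,000 plus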
GPR55 activation – GPR55 agonists via beta-arrestin recruitment, primary screen, imaging, U2OS cells, beta-arrestin-GFP redistribution (AID 1961); 0.048% of 290,000 active; G-protein coupled receptor 55 (Homo sapiens); one-dose activation, % at 10 µM; EC50 in µM for titrated hits; U2OS GPR55 beta-arrestin-GFP redistribution imaging; higher % means a stronger effect;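 active = activation above 40% with more than 50 cells counted in the well; inconclusive = wells holding fewer than 50 cells, flagged as toxic or sparse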;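 also: U2OS osteosarcoma cells stably expressing GPR55 and beta-arrestin-GFP; plate controls were DMSO negative control for no effect and LPI positive control for full effect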
GPR55 antagonists – GPR55 antagonists blocking LPI-driven arrestin recruitment, primary screen, imaging, U2OS, beta-arrestin-GFP, LPI agonist (AID 2013); G-protein coupled receptor 55 (Homo sapiens); U2OS GPR55 beta-arrestin-GFP translocation imaging, LPI antagonism; higher % means a stronger effect; one-dose inhibition, % at 10 µM; IC50 in µM for titrated hits; 0.13% of 290,000 active;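 active = spots per cell inhibited over 60%, with over 100 cells counted and total cytoplasm intensity under 500,000; inconclusive = wells with under 100 cells, flagged as likely toxic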;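 also: U2OS cells stably carrying GPR55 and arrestin-GFP stimulated by 5 µM LPI near EC80; imaged beta-arrestin-GFP aggregate spots per cell after agonist stimulation; plate controls were LPI-stimulated DMSO wells for no effect and DMSO wells without LPI for full effect; some results filed as inactive read as strong as hits; confirmed hits need IC50 under 10 µM and bright autofluorescent wells are also inconclusive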
NTR1 ag cell count 20 µM – second read-out of NTR1 ag, no call of its own (marks repeat the call); cell count; measured here: cell count, cytotoxicity flag
* = called active by the depositor; u = inconclusive; x = no result given; [ ] = remark or other dose.

SMILES	KOR beta-arrestin-1	KOR beta-arrestin-2	Rac1 GTP hydrolysis	NTR1 ag	NTR1 ag cell count 20 µM	NOD1 inhibition	UTI89 phage lysis	GPR35 arrestin U2OS	GPR55 activation	GPR55 antagonists
Cc1c(-c2ccc(Br)cc2)nc2ccccn12	-2.8%	-23%	10%	3.9	25	-38%	5.7%	-2%	-0.3%	-2%
CC(=O)c1ccc(NC(=O)CN2CCC(C(=O)c3ccc4c(c3)OCCO4)CC2)cc1	-2.0%	-12%	3%	-0.2	52	-8%	0.2%	1%	-0.2%	2%
CCC(C)Sc1nc2c(cnn2-c2ccc(C)cc2)c(=O)[nH]1 (stereo not drawn)	-2.8%	24%	1%	1.5	45	-21%	0.2%	11%	-0.1%	-9%
Cc1ccc(CSc2nnc(SCC(=O)N/N=C/c3ccc(C(=O)O)cc3)s2)cc1	6.6%	-26%	11%	0.1	55	-10%	0.3%	16%	0.2%	0%
CCc1noc(C)c1C(=O)N1CCCC(CCC(=O)NCc2cccc(OC)c2)C1 (stereo not drawn)	-1.1%	1%	-2%	0.3	90	-41%	-0.9%	0%	-0.1%	11%
Nc1cc(N)nc(SCc2ccc(Cl)cc2)n1	-1.7%	-41%	10%	-0.5	41	18%	0.1%	-2%	-0.1%	-3%
O=C(c1ccc(Br)o1)N1CCN(c2ccccn2)CC1	-0.2%	-34%	5%	-2.1	114	9%	0.0%	-3%	-0.1%	-5%
CCN(CC)S(=O)(=O)c1cccc(-c2nnc(SC(C)C(N)=O)n2CCc2ccccc2)c1 (stereo not drawn)	-1.0%	-53%	11%	0.3	64	-18%	2.8%[50 µM]	9%	-0.1%	5%
Cc1noc(C)c1CSc1nc2sc3c(c2c(=O)n1C)CCCC3	-5.1%	3%	-2%	16	88	9%	-0.1%	-6%	-0.1%	-3%
COC(=O)c1cc(Br)cn1S(=O)(=O)c1ccccc1	-26%	34%	7%	-0.5	75	-7%	0.3%	10%	0.0%	7%
O=C(O)COc1ccc2c(c1)O/C(=C\c1ccco1)C2=O	6.6%	0%	27%	-0.8	57	-8%	0.2%	-14%	-0.2%	12%
COC(=O)C1=C(C)NC(=O)C1(NC(=O)c1cccnc1)C(F)(F)F (stereo not drawn)	-1.8%	22%	2%	3.7	71	-23%	0.7%	4%	0.3%	12%
O=C(O)c1cc(S(=O)(=O)Nc2cccc(Oc3ccccc3)c2)ccc1Br	13%	-56%	9%	-0.1	49	36%	-0.1%	2%	-0.2%	20%
Cc1cccc(N2CCN(C(=O)COc3ccc4c(C)cc(=O)oc4c3C)CC2)c1C	-5.0%	-10%	5%	3.5	55	14%	-0.9%	-11%	0.7%	14%
CC(=O)C1C(c2ccc3ncccc3c2)NC(=O)NC1(O)C(F)(F)F (stereo not drawn)	-4.8%	4%	6%	-2.1	64	-10%	3.1%	20%	0.0%	-6%
O=C(NCCc1ccccc1)c1cc2ccccc2oc1=O	-0.3%	-19%[20 µM]	3%	0.8	56	-8%	1.2%	-3%	-0.3%	-1%
CCOc1ccc(OCCC(=O)Nc2ccc(F)cc2C)cc1	7.8%	-26%	x	-0.9	50	6%	-0.5%	-6%	-0.4%	-6%
O=c1[nH]c(CSc2ncc(-c3ccc(F)cc3)n2Cc2ccco2)nc2ccccc12	-8.1%	-8%	8%	8.2	86	-4%	-0.1%	8%	-0.2%	4%
CC(NC(=O)CCC1COc2ccccc2O1)c1ccccc1 (stereo not drawn)	-0.4%	-22%	8%	-1.1	48	-16%	-0.6%	-10%	-0.1%	-1%
Cc1ccc(N2CC(C)Cn3c2nc2c3c(=O)[nH]c(=O)n2C)cc1 (stereo not drawn)	1.5%	8%	11%	0.6	87	-10%	0.3%	2%	-0.1%	14%
O=S(=O)(c1ccccc1)N1CCN(CCc2ccccc2)CC1	3.6%	-18%	4%	0.8	73	8%	-1.6%	4%	-0.1%	-14%
Cc1nc2cc(N=NC3=C(O)CCCC3=O)ccc2s1	-3.5%	31%	14%	0.7	81	-25%	-0.2%	2%	0.0%	7%
CCOC(=O)Cc1csc(NC(=O)c2sc3nc4ccc(C)cc4cc3c2N)n1	3.8%	25%	3%	-2.9	106	-28%	0.3%	4%	0.3%	18%
N=c1c2c(-c3ccccc3)c(-c3ccccc3)n(Cc3ccco3)c2ncn1Cc1ccccc1	69%	2%	2%	25	76	-91%	-1.0%	-4%	-0.1%	71%*
COc1cc2c(cc1OC)C(c1cccs1)N(C(=O)c1cccc(S(=O)(=O)N(C)C)c1)CC2 (stereo not drawn)	-0.8%	14%	5%	-0.6	66	-12%	0.1%	4%	-0.1%	2%
COc1cccc(/C=C(/C#N)c2nc3ccccc3[nH]2)c1OC(C)C(=O)O (stereo not drawn)	-0.8%	7%	10%	0.0	77	-4%	0.2%	-2%	-0.1%	-3%
COC(=O)c1cc(-c2ccc(S(=O)(=O)N3CCCCC3)cc2)c(C(F)(F)F)s1	-2.9%	0%	4%	3.4	46	-5%	0.3%	12%	-0.2%	6%
CCOC(=O)C1CCN(C(=O)Nc2ccc(C)c(Cl)c2)CC1	2.9%	5%	7%	0.4	47	-5%	0.4%	2%	0.3%	-6%
Cc1cc(C)n2c(SCC(=O)N(CC(C)C)c3c(N)n(CC(C)C)c(=O)[nH]c3=O)nnc2n1	2.4%	-14%	5%	-1.8	64	-35%	0.8%	3%	-1.1%	-2%
Cc1ccc(S(=O)(=O)n2ccc3c(OCCOCCSCC(NC(=O)OC(C)(C)C)C(=O)O)cccc32)cc1 (stereo not drawn)	0.1%	21%	8%	-1.1	89	-17%	-0.1%	-4%	-0.2%	4%
O=C(Nc1ccccc1)Nc1ccc2ccccc2n1	-0.5%	-28%	11%	8.1	89	-8%	0.0%	3%	-0.2%	8%
O=C(c1ccccc1)C1CCN(C(=O)C2CCC(=O)N(Cc3cccc(F)c3)C2)CC1 (stereo not drawn)	-1.9%	11%	3%	1.0	75	-21%	-0.3%	-9%	0.2%	5%
O=C(Nc1ccc(-n2nncc2-c2ccco2)cc1)c1ccc(F)cc1	-2.3%	-5%	3%	-2.2	49	x	2.0%	12%	-0.1%	25%
CCN(CC)C(=O)COc1ccc(/C(C)=N/Nc2ncc(Cl)cc2Cl)cc1	0.0%	-18%	8%	3.0	66	-2%	0.0%	-19%	-0.1%	9%
CSc1nnc(SCC2=NNC(=O)SC2)s1	-1.7%	-3%	7%	0.4	56	6%	-0.5%	-3%	-0.3%	2%
Cc1ccccc1NC(=O)Cc1nc(COC(=O)CNS(=O)(=O)c2cccc(Br)c2)cs1	4.2%	-16%	10%	0.6	50	-26%	0.5%[50 µM]	-10%	-0.1%	-5%
CCCCCCCCCCCCCCCC[n+]1ccc(/C=N/O)cc1	4.1%	-18%	27%	21	38	-6%	-19%	-6%	0.9%	14%
CC1CCN(S(=O)(=O)c2cnc(Cl)c(Br)c2)CC1	-1.4%	-54%	6%	16	55	-21%	1.6%[50 µM]	8%	-0.3%	15%
CC1=NN(c2ccc(C(=O)O)c(N)c2)C(=O)C1	5.1%	-20%	15%	0.6	45	9%	-0.7%	-8%	0.9%	-14%
O=C1Nc2ccc(S(=O)(=O)N3CCCC3)c3cccc1c23	-1.0%	-40%	13%	1.0	43	-33%	0.0%	9%	0.0%	2%
COc1cc(OC)c(OC)cc1CNc1cc(C)ccc1OC	-7.1%	-24%	14%	1.4	61	-3%	2.1%	-6%	0.7%	-11%
CCOc1ccccc1-n1c(SCC(=O)N(CC)CC)nnc1-c1ccccn1	0.2%	-6%	4%	-0.5	56	2%	1.9%	8%	0.3%	-2%
COC(=O)c1ccccc1NC(=O)Nc1cc(C)cc(C)n1	-3.2%	30%	1%	1.0	85	-11%	6.8%	3%	0.2%	5%
Cc1ccc(OCCN(C)C(=O)C2CCC(=O)N(CCCN3CCCC3=O)C2)cc1 (stereo not drawn)	-4.5%	32%	6%	0.4	80	0%	0.3%	-2%	-0.1%	6%
CSc1cccc(-n2cc(-c3ccc4c(c3)OCO4)[nH]c2=O)c1	7.8%	-59%	11%	x	x	-49%	0.5%	2%	-0.2%	3%
COc1cc(O)ccc1/C=N/NC(=O)c1ccc([N+](=O)[O-])cc1	-4.7%	12%	u	0.2	41	-19%	0.9%	13%	-0.4%	3%
FC(F)(F)c1cc(C(F)(F)F)c2ccc(N3CCN(c4ncccn4)CC3)nc2n1	-3.8%	-3%	4%	1.5	70	-26%	4.2%	4%	-0.2%	7%
Cc1ccc(N=c2c([N+](=O)[O-])nn(-c3ccc4c(c3)OCCO4)n2O)cc1F	0.6%	16%	8%	1.6	84	x	0.0%	-10%	0.1%	23%
COCc1cc(C)nc(SCC(=O)Nc2cc(C(F)(F)F)ccc2N2CCOCC2)c1C#N	2.5%	4%	5%	4.5	57	16%	1.3%[50 µM]	1%	-0.2%	-1%
O=S(=O)(NN1CCOCC1)c1ccc(Cl)s1	-5.9%	5%	4%	0.2	53	-38%	-2.5%	-4%	0.2%	-1%
CS(=O)(=O)N1CCC(C(=O)Nc2cccc(Cl)c2Cl)CC1	0.2%	-41%[20 µM]	3%	1.1	64	-26%	1.4%	-6%	-0.4%	2%
O=C(OCc1nc2ccccc2s1)c1cnccn1	x	28%	12%	-0.8	35	-29%	0.5%	-6%	-0.2%	4%
CC(C)c1ccc(C(=O)OC2CCOC2=O)cc1 (stereo not drawn)	-3.4%	-25%	10%	-1.3	50	-14%	0.1%	1%	0.0%	11%
COc1ccccc1NC(=O)OCC#CCOC(=O)Nc1ccccc1OC	4.5%	1%	7%	0.4	85	15%	0.1%	5%	0.0%	-2%

A portion of the library. The share of hits here may be higher or lower than overall.
